High-throughput results from PubChem.
PglD inh: C. jejuni PglD acetyltransferase inhibitors, primary screen, biochemical, DTNB colorimetric, single point; UDP-N-acetylbacillosamine N-acetyltransferase PglD (Campylobacter jejuni); purified PglD enzyme, DTNB colorimetric CoA detection; inhibition, % at 12.5 µM; 0.098% of 360,000 active; AID 602405, 2012; in the data active = inhibition above about 16%, passing the limit was not always enough; note: strong numbers were not always called active
CFTR F508del cor: F508del CFTR correction, initial screen, CFBE line, single point; CFBE cells, YFP halide quenching; stimulated with forskolin plus potentiator P3; % fluorescence drop versus neutral controls; activity (quench increase), % at 7.58 µM; 0.36% of 350,000 active; AID 720511, 2013;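 active = mean added fluorescence quench of at least 8% versus neutral control, with both replicates also reaching 8%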;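 note: cells transiently co-express mutant CFTR-F508del with the halide-sensitive YFP; corrector assay measuring rescue of mutant channel to the surface after 24 h compound exposure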
GSIS activator: GLuc luminescence reporter in INS-1E cells, primary screen for activators of glucose-dependent secretion of insulin; 0.61% of 370,000 active; INS-1E GLuc reporter insulin secretion, 2-3 h; activation, % at 16.6 µM;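 active = lowest replicate activation of at least 40%, so every replicate reaches that level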;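 note: 0% = median of neutral control wells and 100% = median of IBMX positive control wells; some compounds called inactive have numbers as strong as hits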
PGC1a acetyl inh: inhibitors of PGC1a acetylation signal, primary screen, cell-based, U2OS, AlphaScreen, inhibitor mode. inhibition, % at 15.6 µM. 0.17% of 350,000 active. AlphaScreen anti-acetyl-lysine; with virally co-expressed GCN5 acetyltransferase. AID 651687, 2012;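 active = every replicate shows inhibition of at least 40%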;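 note: 0% = neutral control wells and 100% = positive control wells; some results beyond the cut were filed as inactive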
miR122 inh: miR-122 Renilla sensor signal increase in Huh7, primary screen, miR-122 inhibitor project, cell-based, single point, plate reader | Huh7 miR-122 Renilla luciferase sensor, 48 h; neutral wells = 0, positive control = 100 | activation (reporter increase), % at 12.5 µM | 0.3% of 340,000 active;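 active = mean replicate activation score at least 90 and every replicate individually at or above 90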;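 note: higher luciferase means less miR-122 activity so hits act as miR-122 inhibitors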
FN deposit inh: inhibitors of fibronectin matrix deposition, primary screen, AH1F cells, Alexa488-fibronectin fluorescence, plate reader; AH1F fibroblasts, overnight; inhibition, % at 12.6 µM; 0.086% of 350,000 active; AID 743247, 2014;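 active = mean inhibition across replicates of 30% or more, regardless of how many single replicates reach that level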;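 note: positive control wells lacked labelled fibronectin entirely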
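Material – AH1F fibroblast monolayer, labelled fibronectin deposition · Reagent – labelled fibronectin 24 nM · Timing – 1 h adhesion, overnight exposure · Measured by – fluorescence at 485 nm excitation, 525 nm emission · Read-out – inhibition of fibronectin deposition signal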
C2C12 statin: suppressors of statin myotoxicity in C2C12 myotubes, primary screen, cell-based, single point, plate reader | C2C12 myotubes + simvastatin, ATP luminescence, 48 h; scaled: DMSO 0, geranylgeraniol control 100 | rescue of ATP level, % at 7.49 µM | 0.78% of 330,000 active | AID 602340, 2012;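 active = mean ATP rescue above about 67%, or every replicate alone reaching that limit, limit read from the data, passing the limit was not always enough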;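 note: myotubes were challenged with 10 µM simvastatin during compound exposure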
Cneo AK release: Cryptococcus neoformans cell lysis inducers, primary screen, AK release luminescence, single concentration. C. neoformans lysis, adenylate kinase release luminescence, 4 h; normalised: neutral wells 0, clomiphene wells 100. lysis activity, % at 15 µM. 0.2% of 360,000 active;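 active = mean lysis activity across replicates of at least 80%, whatever share of replicates individually reach that level; inactive = mean lysis activity below 80%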
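Assay system: C. neoformans cells. Amount: yeast cell density of 5 × 10^6 cells/mL. Technique: AK luminescence. Buffer or medium: YPD. Times: static 4 h at 37 °C with compound, 1 h detection. Dosing: single-point compound dose. Read-out: lysis from increased AK signal.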
Starred values were filed as active, the others as inactive; x = not tested or not shown; [ ] = dose if it differs, or a comment. Hits appear at their usual frequency, and some 2.1% of all compounds hit somewhere here.

Every second line gives: PglD inh | CFTR F508del cor | GSIS activator | PGC1a acetyl inh | miR122 inh | FN deposit inh | C2C12 statin | Cneo AK release
COc1ccc2c(c1)CCc1c(C(=O)NCc3ccc(F)cc3)noc1-2
 : 1 | -4.3 | x | -10 | -4 | -2 | 8 | -2
N[C@@H](Cc1cnc[nH]1)C(=O)Nc1ccc2ccccc2c1
 : 1 | -0.8 | x | -7 | -1 | 6 | 2 | 0
COc1ccc(-c2cc(C(F)F)n3ncc(C(=O)N4CCCCC4)c3n2)cc1
 : 2 | x | 15 | -21 | 9 | 4 | x | 2
CC(C)(C)P(=O)(CO)c1ccccc1 (stereo not drawn)
 : 3 | x | x | -2 | -7 | -8 | -1 | 1
CCCc1nnc(SCC(=O)N2CCCCC2)n1CC1CCCO1 (stereo not drawn)
 : -2 | x | x | 4 | -3 | 13 | 3 | 3
COc1ccc(NC(=O)COC(=O)Cn2c(C)nc3ccccc32)cc1OC
 : -1 | x | x | 10 | -9 | x | -13 | -2
CC(=O)c1c(COC(=O)c2ccccc2Cl)nc2ccccc2[n+]1[O-]
 : 8 | -0.2 | -4 | 6 | -13 | 8 | 0 | -3
CCCNC(=O)C[C@H]1CC[C@H]2[C@H](COc3ccc(NC(=O)Nc4ccccc4F)cc3C(=O)N2C)O1
 : 4 | 1.4 | -3 | -3 | 75[16.7 µM] | 12 | 0 | -2
COc1ccc(NC(=O)N[C@H]2CC[C@H](CC(=O)NC3CCC3)O[C@H]2CO)cc1
 : 2 | -0.5 | 13 | -8 | 18[16.7 µM] | x | 4 | 68
COc1cc(OC)c(OC)cc1CNC(=O)c1cc(=O)[nH]c2ccccc12
 : 6 | 0.2 | -1 | 5 | -6 | -2 | 4 | -3

Three of the entries above in order of the CFTR F508del cor value, highest first.
Structure,PglD inh,CFTR F508del cor,GSIS activator,PGC1a acetyl inh,miR122 inh
CC(=O)c1c(COC(=O)c2ccccc2Cl)nc2ccccc2[n+]1[O-],8,-0.2,-4,6,-13
N[C@@H](Cc1cnc[nH]1)C(=O)Nc1ccc2ccccc2c1,1,-0.8,x,-7,-1
COc1ccc2c(c1)CCc1c(C(=O)NCc3ccc(F)cc3)noc1-2,1,-4.3,x,-10,-4

The results go on.
Every second line gives: PglD inh | CFTR F508del cor | GSIS activator | PGC1a acetyl inh | miR122 inh | FN deposit inh | C2C12 statin | Cneo AK release
CCOC(=O)/C(C#N)=C/C1=C(N2CCCC2)CC(C)(CC)OC1 (stereo not drawn)
 : -13 | x | 19 | 2 | 0 | x | 17 | -2
Cc1cc(-c2ccccc2)nc(N/N=C/c2ccco2)n1
 : x | x | 16 | 8 | -3 | -1 | 15 | x
O=C(c1ccccc1F)N1CC(=O)N2[C@H](CO)[C@H](c3ccc(C#Cc4ccccc4)cc3)[C@@H]2C1
 : x | 4.5 | -18 | 3 | x | -3 | x | x
O=C(C[C@H]1C[C@@H]2c3cc(NC(=O)C4CCC4)ccc3O[C@@H]2[C@@H](CO)O1)NCc1ccncc1
 : 2 | 0.1 | -2 | 10 | -3[16.7 µM] | 0 | 5 | 44
NS(=O)(=O)c1ccc(CCNC(=O)c2ccc(S(=O)(=O)N3CCCCC3)cc2)cc1
 : 8 | x | x | 15 | 3 | 1 | 12 | -1
Cc1cc(C)cc(C(=O)n2cnnc2N)c1
 : 4 | x | x | 12 | 4 | x | x | -3
C[C@@H]1CCCCO[C@@H](CN(C)S(C)(=O)=O)[C@@H](C)CN([C@H](C)CO)C(=O)c2cc(NC(=O)c3ccncc3)ccc2O1
 : 14 | -3.4 | 21 | 4 | 12[16.7 µM] | x | x | -4
Cc1cc(C)n2nnnc2n1
 : -12 | 1.0 | 4 | 0 | -10 | -4 | -3 | 1
Cc1cc(N2C(=O)CC(N3CCN(c4ccc(C(=O)c5cccs5)cc4)CC3)C2=O)no1 (stereo not drawn)
 : -13 | x | x | -9 | 0 | x | -12 | 4
Cc1cccc(C(=O)OC2CCOC2=O)c1C (stereo not drawn)
 : -1 | 1.2 | -11 | 2 | -3 | 1 | -34 | 0
CCn1c(=O)c(=O)n(CC)c2cc(S(=O)(=O)N3CCc4ccccc43)ccc21
 : 10 | 0.4 | -16 | x | x | 5 | 7 | 2
CNC(=S)Nc1cccc2[nH]ncc12
 : 2 | x | x | 11 | -4 | 15 | 9 | 2
O=C(C[C@@H]1CC[C@H]2[C@@H](COC[C@H](O)CN2C(=O)Nc2ccc(Cl)c(Cl)c2)O1)NCc1ccc(F)cc1
 : -6 | 4.4 | -9 | 3 | -1[16.7 µM] | -1 | -26 | -4
CC(OC(=O)CNC(=O)c1ccccc1)C(=O)Nc1ccc(S(=O)(=O)N2CCOCC2)cc1 (stereo not drawn)
 : 1 | 4.4 | 15 | 6 | -7 | 2 | -13 | 0
O=c1c(-c2ccccc2Cl)c[nH]n1-c1ccccc1
 : -1 | 0.0 | 4 | 3 | x | 2 | -13 | -1
CCCC#Cc1cnc2c(c1)C(=O)N([C@@H](C)CO)C[C@@H](C)[C@@H](CN(C)C(=O)c1ccccc1)O2
 : 0 | 2.8 | -3 | -4 | 17[16.7 µM] | -13 | -15 | -5
Cc1ccc(-c2nnc(N3CCOCC3)c3ccccc23)cc1S(=O)(=O)N(C)C
 : 6 | -1.1 | 2 | 0 | -3 | 2 | -2 | -3
O=C(Nc1ccc(S(=O)(=O)NC2=NCCCCC2)cc1)C1COc2ccccc2O1 (stereo not drawn)
 : x | 0.0 | 0 | -14 | -5 | 10 | 8 | x
CCCC(=O)Nc1ccc2c(c1)nc(CN1CCN(C(=O)OCC)CC1)n2CC
 : 4 | 12* | 2 | x | 9 | 1 | -46 | 1
O=C(CSc1nnc2c(Cl)cc(Cl)cn12)NC1CCS(=O)(=O)C1 (stereo not drawn)
 : -3 | x | -12 | x | x | x | -2 | -4
O=C(Nc1ccc2c(c1)OCO2)C(=O)c1c[nH]c2ccccc12
 : 3 | 3.5 | -3 | 9 | 2 | -10 | -11 | -13
CCOc1ccc(-c2cc(C(=O)N3CCC(C)CC3)c3ccccc3n2)cc1
 : -4 | 1.2 | -13 | x | 1 | 2 | -6 | 3

Structures above with sulfur, in the order listed:
Every second line gives: PglD inh | CFTR F508del cor | GSIS activator | PGC1a acetyl inh | miR122 inh | FN deposit inh | C2C12 statin | Cneo AK release
CCCc1nnc(SCC(=O)N2CCCCC2)n1CC1CCCO1 (stereo not drawn)
 : -2 | x | x | 4 | -3 | 13 | 3 | 3
NS(=O)(=O)c1ccc(CCNC(=O)c2ccc(S(=O)(=O)N3CCCCC3)cc2)cc1
 : 8 | x | x | 15 | 3 | 1 | 12 | -1
C[C@@H]1CCCCO[C@@H](CN(C)S(C)(=O)=O)[C@@H](C)CN([C@H](C)CO)C(=O)c2cc(NC(=O)c3ccncc3)ccc2O1
 : 14 | -3.4 | 21 | 4 | 12[16.7 µM] | x | x | -4
Cc1cc(N2C(=O)CC(N3CCN(c4ccc(C(=O)c5cccs5)cc4)CC3)C2=O)no1 (stereo not drawn)
 : -13 | x | x | -9 | 0 | x | -12 | 4
CCn1c(=O)c(=O)n(CC)c2cc(S(=O)(=O)N3CCc4ccccc43)ccc21
 : 10 | 0.4 | -16 | x | x | 5 | 7 | 2
CNC(=S)Nc1cccc2[nH]ncc12
 : 2 | x | x | 11 | -4 | 15 | 9 | 2
CC(OC(=O)CNC(=O)c1ccccc1)C(=O)Nc1ccc(S(=O)(=O)N2CCOCC2)cc1 (stereo not drawn)
 : 1 | 4.4 | 15 | 6 | -7 | 2 | -13 | 0
Cc1ccc(-c2nnc(N3CCOCC3)c3ccccc23)cc1S(=O)(=O)N(C)C
 : 6 | -1.1 | 2 | 0 | -3 | 2 | -2 | -3
O=C(Nc1ccc(S(=O)(=O)NC2=NCCCCC2)cc1)C1COc2ccccc2O1 (stereo not drawn)
 : x | 0.0 | 0 | -14 | -5 | 10 | 8 | x
O=C(CSc1nnc2c(Cl)cc(Cl)cn12)NC1CCS(=O)(=O)C1 (stereo not drawn)
 : -3 | x | -12 | x | x | x | -2 | -4
